Shiga inhibitor – blocks Shiga toxin action in Vero cells. Vero cells, Shiga toxin protein synthesis inhibition reporter. inhibition, % at 38.7 µM. actives 9.2% (n = 290,000); in the data active = inhibition mostly above about 28%, no sharp cut-off; inactive = mostly below about 43%; note: 0% is about no effect
Pf growth 96h – P. falciparum growth inhibition at 96 hour, primary screen for plastid delayed-death inhibitors; P. falciparum luciferase reporter growth, 96 h; actives 6.9% (n = 320,000); Potency, µM (top dose mostly 28.7 µM), inactives show top-dose activity change, negative = inhibition, actives largely listed as inhibitors; AID 504834; note: potency is the fitted concentration of half-maximal effect; % is set by controls: 0 for no effect and ±100 for the full control effect
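Readout is luminescence from an integrated firefly luciferase in P. falciparum. Red cells, 2% hematocrit and 0.05% parasitemia final, were cultured with compound through two parasite generations (96 hours) at 37 C, 5% CO2.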
Pf growth 48h – inhibits P. falciparum growth in the first generation, 48 h. P. falciparum luciferase growth in erythrocytes, 48 h. Potency, µM (series often up to 28.7 µM), for inactives: at the top dose activity change, negative = inhibition, usual class: inhibitors. actives 5.9% (n = 310,000). AID 504832; note: potency is the fitted concentration of half-maximal effect; % is set by controls: 0 for no effect and ±100 for the full control effect
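A one-generation exposure of luciferase-tagged malaria parasites in RPMI 1640/Albumax erythrocyte culture, 37 C and 5% CO2. Inhibition is inferred from decreased luminescence after adding detection reagent.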
CHX counter – counter-screen for Shiga toxin inhibitors: cycloheximide protein synthesis inhibition. cell reporter, cycloheximide protein synthesis inhibition counterscreen. max response, %. actives 12% (n = 300,000). AID 2314; in the data active = max response mostly above about 13%, no sharp cut-off; inactive = mostly below about 14%; note: read at 38.3 µM for the half of the compounds with a filed dose; 0% is about no effect
HCV inh – blocks hepatitis C virus; actives 3.4% (n = 340,000); Potency, µM (highest dose often 41.8 µM), for inactives: at the top dose activity change, negative = inhibition, usual class: inhibitors; AID 651820; Huh7.5.1 HCVcc-Cre infection, luciferase reporter, 44 h; note: potency is the fitted concentration of half-maximal effect; % is set by controls: 0 for no effect and ±100 for the full control effect
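1,000 cells/well; 4 h culture; + compound; + HCVcc-Cre (~0.5 moi); 44 h; luciferase substrate, RT 15 min; read 15 sec.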
Giardia FBPA inh – Giardia lamblia aldolase inhibition | purified Giardia FBPA | Potency, µM (titrated, usually from 59.6 µM), without a hit: at the highest dose activity, negative = inhibition, actives largely listed as inhibitors | actives 0.71% (n = 290,000) | AID 2451; note: potency is the fitted concentration of half-maximal effect; % is set by controls: 0 for no effect and ±100 for the full control effect; nearly all actives have a fitted effect of over 55% in size
Target sequence (A8B2U2 whole entry, looked up): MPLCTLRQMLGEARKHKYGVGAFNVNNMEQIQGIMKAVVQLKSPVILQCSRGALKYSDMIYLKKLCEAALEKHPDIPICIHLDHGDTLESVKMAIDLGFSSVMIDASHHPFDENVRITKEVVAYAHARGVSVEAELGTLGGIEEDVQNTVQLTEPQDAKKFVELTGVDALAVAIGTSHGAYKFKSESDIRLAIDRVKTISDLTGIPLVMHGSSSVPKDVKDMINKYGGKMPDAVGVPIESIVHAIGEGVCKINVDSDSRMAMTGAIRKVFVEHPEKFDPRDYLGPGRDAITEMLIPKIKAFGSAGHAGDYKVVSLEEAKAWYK
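40 nM FBPA preincubated 10 min at RT with compound (up to 57.5 uM final), then substrate plus GAPDH/TPI/NAD/arsenate coupling and diaphorase/resazurin added. Fluorescence read after 20 min at RT, 525/598 nm.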
Starred values were filed as active, the others as inactive; ? = inconclusive; / = no result given; [ ] = remark or other dose. Unless noted, calls come from the whole dose curve; as a rule, active = well fitted curve in the direction sought with a large enough effect; inconclusive = small, poorly fitted or top-dose-only effect, or another doubt; inactive = no such curve, though single readings can be large; an effect the other way counts as inactive or inconclusive.

SMILES	Shiga inhibitor	Pf growth 96h	Pf growth 48h	CHX counter	HCV inh	Giardia FBPA inh
O=C(NCCOc1ccccc1)c1ccccc1	42	20%	/	68*	9%	3%
O=C(NNC(=S)NCc1ccccc1)c1ccc2c(c1)OCO2	14	4%	25%	7	16%	7%
CC(=O)c1cccc(NC(=O)CSc2nc(N3CCCCC3)nc(N3CCCCC3)n2)c1	13	5%	?	-8	?	0%
COc1ccc(CNC(=O)C2CCN(S(=O)(=O)N3CCOCC3)CC2)cc1	-3	0%	2%	-3	14%	4%
O=C(CCC(=O)N/N=C/c1ccc(Br)o1)N/N=C/c1ccc(Br)o1	6	20%	/	-2	-14%	-5%
CC(C)n1nccc1N(Cc1ccc(C#N)cc1)S(=O)(=O)c1ccccc1	-10	?	?	-3	16%	-5%
NC(=O)c1ccc[n+](Cc2cccc3ccccc23)c1	-11	38%[activator]	1%	-1	0%	-1%
COc1ccccc1N1CCN(C(=O)c2ccc(Cn3c(=S)[nH]c4cc5c(cc4c3=O)OCO5)cc2)CC1	30	?	-14%	4	?	0%
COc1ccc(OC)c(C(C)NC(=S)NC2CCCCC2)c1 (stereo unspecified)	-4	?	?	2	?	5%
CN(C)c1nc(N(C)C)n(Cc2c(Cl)cccc2Cl)n1	2	?	13%	-3	13%	2%
Cc1ccc(NC(=O)C(c2ccccc2)N2CCN(CC(=O)NC3CC3)CC2)cc1Cl (stereo unspecified)	/	?	5.2µM*	/	-17%	/
CCOCc1cnc(C)nc1NCC(=O)c1c(C)[nH]c2cc(C)ccc12	17	0.29µM*	0.83µM*	-1	-13%	17%
CCOc1ccc(/C=N/N2C(C)CCCC2C)cc1 (stereo unspecified)	50	-6%	-10%	37*	-1%	19%
CCOC(=O)/C(C#N)=C1/SC(CC)C(=O)N1c1ccc(C)cc1 (stereo unspecified)	-11	/	-4%	-2	0%	3%
CC(C)CCNC(=O)CN1C(=O)NC(c2ccccc2)(c2ccccc2)C1=O	26	?	-15%	5	?	4%
O=C(Cn1sc2ccccc2c1=O)NC12CC3CC(CC(C3)C1)C2	17	?	/	13	-23%	?
C[C@H](NC(=O)[C@H]1N2C(=O)c3ccccc3C2SC1(C)C)C(=O)N1CCN(C)CC1 (stereo partly specified)	2	27%	-9%	-2	10%	-5%
CCOc1ccc(N(CC(=O)NCc2ccccc2)S(=O)(=O)c2c(C)noc2C)cc1	-17	?	/	-2	-15%	5%
O=C(Nc1ccccn1)NC1CCCCC1	17	/	42%[activator]	10	4%	7%
Cc1ccc(NC(=O)c2cc(S(=O)(=O)N(C)C)ccc2N2CCCC2)cc1S(=O)(=O)N(C)C	/	10µM*	?	/	?	/

Record cards, from the list above. Order of values: Shiga inhibitor, Pf growth 96h, Pf growth 48h, CHX counter, HCV inh, Giardia FBPA inh
Profile of COc1ccccc1N1CCN(C(=O)c2ccc(Cn3c(=S)[nH]c4cc5c(cc4c3=O)OCO5)cc2)CC1 → 30, ?, -14%, 4, ?, 0%
Profile of COc1ccc(CNC(=O)C2CCN(S(=O)(=O)N3CCOCC3)CC2)cc1 → -3, 0%, 2%, -3, 14%, 4%
Profile of Cc1ccc(NC(=O)C(c2ccccc2)N2CCN(CC(=O)NC3CC3)CC2)cc1Cl (stereo unspecified) → /, ?, 5.2µM*, /, -17%, /
Profile of CCOc1ccc(N(CC(=O)NCc2ccccc2)S(=O)(=O)c2c(C)noc2C)cc1 → -17, ?, /, -2, -15%, 5%

An excerpt from above in order of formula weight, lowest first:
SMILES	Shiga inhibitor	Pf growth 96h	Pf growth 48h	CHX counter	HCV inh	Giardia FBPA inh
COc1ccc(CNC(=O)C2CCN(S(=O)(=O)N3CCOCC3)CC2)cc1	-3	0%	2%	-3	14%	4%
C[C@H](NC(=O)[C@H]1N2C(=O)c3ccccc3C2SC1(C)C)C(=O)N1CCN(C)CC1 (stereo partly specified)	2	27%	-9%	-2	10%	-5%
Cc1ccc(NC(=O)C(c2ccccc2)N2CCN(CC(=O)NC3CC3)CC2)cc1Cl (stereo unspecified)	/	?	5.2µM*	/	-17%	/
CC(=O)c1cccc(NC(=O)CSc2nc(N3CCCCC3)nc(N3CCCCC3)n2)c1	13	5%	?	-8	?	0%
O=C(CCC(=O)N/N=C/c1ccc(Br)o1)N/N=C/c1ccc(Br)o1	6	20%	/	-2	-14%	-5%

New compounds follow:
SMILES	Shiga inhibitor	Pf growth 96h	Pf growth 48h	CHX counter	HCV inh	Giardia FBPA inh
CC1(C)Oc2ccc3ccc(=O)oc3c2C(N2CCCCC2)C1O (stereo unspecified)	16	4%	?	-2	-3%	-28%
COc1ccc(NC(=O)[C@H](C)NC(=O)C2CCN(S(=O)(=O)c3ccc(OC)cc3)CC2)cc1	-6	-15%	-5%	-3	-12%	/
CCN(Cc1ccncc1)C(=O)c1ccc(C)o1	-6	3%	9%	1	11%	/
CCc1ccccc1NC(=S)N1CCN(c2ccccc2F)CC1	15	362%[activator]	0%	1	2%	5%
COc1ccccc1N1CCN(C(=O)c2ccc3[nH]c(C)c(C)c3c2)CC1	14	0%	?	-3	-26%	12%
Cc1ccc(C)c(N2CCN(C(=O)CN3C(=S)NC(C)(C)CC3C)CC2)c1 (stereo unspecified)	-7	?	?	-2	-43%	-3%
COc1ccc(CCNC(=O)CCNS(=O)(=O)c2cccc(Cl)c2)cc1OC	-6	?	-17%	-1	-4%	1%
O=C(O)CCn1cc(/C=N/O)c(-c2cccc([N+](=O)[O-])c2)n1	10	5%	7%	-1	-5%	-1%
CCOc1ccccc1CN1CCN(CC2CC2)CC1CCO (stereo unspecified)	-3	-27%	-5%	1	6%	-8%
CCCNC(=O)c1onc(CSc2ccccc2)c1C(=O)NCCC	/	41%[activator]	?	/	-17%	/
Cc1cc(C(F)F)n2nc(C(=O)Nc3cc(C)on3)nc2n1	15	/	37%[activator]	-3	13%	-4%
COc1ccc(-c2nnn3c2nc(NCc2ccccc2)c2ccccc23)cc1	26	23%	-28%	10	?	0%
CCc1oc2ccccc2c1C(=O)CCN1CCCCC1	18	65%[activator]	15%	0	21%	-6%
O=C1/C(=C/c2ccccn2)SC(=S)N1N1CCOCC1	-11	-1%	-17%	0	2%	-28%
C=CCn1c(COc2ccccc2)nnc1SCC(=O)Nc1ccc2c(c1)OCCO2	3	-6%	0%	-3	7%	2%
Cc1nc(-c2ccccc2)nc(Cl)c1Cl	13	58%[activator]	?	2	25%	4%
CCCC(=O)NCCCc1nc2ccccc2n1C(C)C	11	0%	-5%	-2	-23%	-4%
O=C(CSc1nnc(CNC(=O)c2cccc(C(F)(F)F)c2)o1)NCc1ccco1	-4	-22%	8%	-1	11%	-9%
COc1ccc(-c2cn(-c3ccc(Br)cc3)c3[n+]2CCS3)cc1	-9	?	1µM*	-2	-25%	6%
COc1ccc(OCC(O)CNC(=O)c2c(-c3ccccc3)noc2C)cc1 (stereo unspecified)	-11	32%[activator]	17%	-2	-7%	7%
CC(=O)Nc1sc(C)c(C)c1C(=O)OCC(=O)NCc1ccccc1	/	19%	24%	/	?	/
CCOC(=O)c1n[nH]c(=O)c2ccccc12	-7	36%[activator]	4%	-4	18%	-3%
OC1(c2cccc(C(F)(F)F)c2)CCN(c2ccc(-c3ccccc3)nn2)CC1	67*	3.7µM*	118%[activator]	38*	?	6%
Cn1c(-c2cc3ccc(OC(=O)C(C)(C)C)cc3oc2=O)nc2ccccc21	32	113%[activator]	56%[activator]	12	3%	0%
Cc1cc2oc(=O)cc(COC(=O)c3n[nH]c4ccccc34)c2cc1C	18	/	18%	15	-5%	-1%
COc1cccc(-c2nc(CS(=O)CC(=O)NCc3ccc(F)cc3)c(C)o2)c1 (stereo unspecified)	-10	-22%	28%	-2	-6%	/
COc1cc(/C=C2/C(=N)N3N=C(CC(=O)N4CCOCC4)SC3=NC2=O)ccc1OCc1ccccc1F	43	4%	-12%	26*	18%	/
COc1ccc(NC(=S)NCCc2ccccc2OC)c(OC)c1	42	/	?	4	4%	0%
O=C(c1ccc(S(=O)(=O)N2CCCCC2)cc1)N(c1ccccn1)C1CCCCC1	-4	0%	48%[activator]	-2	9%	1%
Cc1ccc(N2C(=O)c3ccccc3C2C(=O)c2ccc(C)c(C)c2O)cc1 (stereo unspecified)	31	5.2µM*	?	18*	-29%	-23%
Cc1nc([N+](=O)[O-])nn1C12CC3CC(CC(Br)(C3)C1)C2	53	14%	59%[activator]	15	10%	-10%
COc1ccc2cc(CCl)c(Cl)nc2c1	15	83%[1.15 µM]	?	27*	-7%	?
COc1cc2c(cc1OC)C(C)N(C(=O)c1cc3c(C)cc(C)cc3[nH]1)CC2 (stereo unspecified)	-5	13µM*	10µM*	-1	22µM*	/
O=C(NCCS(=O)(=O)c1ccc(Cl)cc1)c1ccc(F)cc1	-15	15%	?	-2	0%	4%
O=[N+]([O-])c1ccc(C=Nc2ccc(Cl)c([N+](=O)[O-])c2)s1	43	23%	2%	6	/	?
Cc1c(NC(=O)c2ccc(CN3CCc4ccccc4C3)cc2)c(=O)n(-c2ccccc2)n1C	0	?	?	-2	?	?
COc1ccccc1-n1cnnc1SC(C)C(=O)Nc1cccc([N+](=O)[O-])c1 (stereo unspecified)	-6	?	17%	-4	?	-1%
Cc1ccc(NC(=S)NNC(=O)CSc2nnc(-c3ccc(Cl)cc3)n2C2CCCCC2)cc1	-4	?	-16%	-4	1%	20%
Cc1cc([N+](=O)[O-])nn1CC(=O)N1c2ccccc2CC1C (stereo unspecified)	-5	37%[activator]	-16%	-3	8%	0%
CCOC(=O)N1CCC(NC(=O)c2cc(COc3ccc(F)cc3Cl)on2)CC1	5	35%[activator]	?	11	/	-1%
Cc1cc(C)n2nc(C(=O)N3CCN(Cc4ccc5c(c4)OCO5)CC3)nc2n1	-5	6%	-6%	1	-3%	0%
O=C(/C=C1\NC2(CCCC2)Cc2ccccc21)C(=O)N/N=C/c1ccccc1O	31	0%	0%	23*	?	6%
CC(CN1CCCC1)OC(=O)C(c1ccccc1)c1ccccc1 (stereo unspecified)	-4	?	24%	-2	10%	?
CC(NC(=O)NC(=O)c1cccc([N+](=O)[O-])c1)C1CC1 (stereo unspecified)	14	22%	10µM*	7	8%	/
O=c1cc(CSc2nnc(Nc3ccccc3)s2)nc2sccn12	-32	/	?	-1	4%	?
COc1ccc(NS(=O)(=O)c2ccc(N3CCOCC3)c(NC(=O)c3ccc(OC)cc3)c2)cc1	-3	12µM*	0%	-6	?	-1%
COc1cccc(NP(=O)(Oc2ccc(Cl)cc2)Oc2ccc(Cl)cc2)c1	-14	-13%	?	-3	?	-9%
CCOc1ccc(NS(=O)(=O)c2ccc(NC(=O)c3cccnc3)c(OC)c2)cc1	-10	?	-21%	-1	-14%	-1%
CCOc1ccc(CN(C)CC(=O)Nc2ccc3c(c2)CCC3)cc1OC	-7	-11%	-13%	-1	-12%	-1%
Nc1cc2c(cc1C(=O)c1ccccc1F)OCCO2	-13	?	4%	-2	-9%	-4%
O=C(CSc1nc2ccccc2[nH]1)Nc1ccccc1F	25	29%	/	13	10%	-1%
O=C(Nc1ccc2c(c1)OCO2)C1CCCN(S(=O)(=O)Cc2ccccc2)C1 (stereo unspecified)	-6	/	-4%	1	-1%	-4%
CC(=O)Nc1nnc(CCS(=O)(=O)c2ccc(C)c(C)c2)s1	-11	-2%	15%	-1	27%	4%
CN(Cc1ccccc1)S(=O)(=O)c1csc(C(N)=O)c1	-1	-11%	36%[activator]	14	24%	-3%
Cc1c(NC(=O)C(C)OC(=O)c2ccc(NC(=O)CC#N)cc2)c(=O)n(-c2ccccc2)n1C (stereo unspecified)	/	10%	?	/	1%	/
Cc1[nH]c2ccccc2c1C(=O)CN1CCN(c2ccc(Cl)cc2)CC1	-10	?	?	-5	?	-12%
COc1ccc(C(CNC(=O)CCNS(=O)(=O)c2ccc(Br)cc2)N2CCCC2)cc1 (stereo unspecified)	/	2.1µM*	4.1µM*	/	?	/
Cc1nnc(NC(=O)c2ccccc2F)s1	36*	-10%	59%[activator]	17*	-2%	-1%
COc1ccc(Cl)cc1S(=O)(=O)NC1CC(C)(C)NC(C)(C)C1	3	10%	-6%	-2	-5%	5%
